Sm TGR block: inhibitors of Schistosoma mansoni thioredoxin glutathione reductase. Potency, µM (doses to about 114 µM), inactives show top-dose activity change, negative = inhibition, usual class: inhibitors. 3% of 360,000 active. Q962Y6. purified TGR, DTNB reduction, TNB absorbance 405 nm; active = well fitted inhibition curve with a large enough effect; inconclusive = small, poorly fitted or top-dose-only effect; inactive = no such curve, though single readings can be large or run the other way; also: nearly all actives have a fitted effect of over 60% in size
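TGR 20 nM + NADPH 100 uM (dispensed conc.), cpd preinc 15 min RT; start with NADPH (500 uM addition) then DTNB (15 mM addition). Kinetic TNB absorbance, 405 nm filter. Four-parameter Hill fit across titration.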
An asterisk follows results filed as active; ? = inconclusive. % is scaled to controls: 0 for no effect and ±100 for the full control effect; potency is read from the fitted curve at half-maximal effect. The list is partial; the hit share may differ from the screen's.

SMILES | Sm TGR block
CCCc1cnc2c(c1SCC(=O)Nc1c(C)cc(C)cc1C)c(=O)n(C)c(=O)n2C | 3.8%
CCC(C(=O)Nc1nnc2n1CCS2)c1ccccc1 (stereo unspecified) | 11.4%
O=C(CSc1nnc(NC(=O)NC2CCCCC2)s1)Nc1ccccc1F | 10.5%
CCOc1ccccc1CNC(=O)CCc1cn(Cc2ccc(Cl)cc2)c2ccccc12 | 2.6%
CCc1ccc(NC(=O)c2cc3ccccn3n2)cc1 | 0.1%
Cc1nc(-c2ccc(S(=O)(=O)NCc3ccc(F)cc3)cc2)co1 | 8.0%
CCc1ccc(-n2nc(C)c3c(C)cc(=O)n(CC(=O)N(CC)Cc4ccccc4)c32)cc1 | 10.9%
CC(C)Cc1cc(C(=O)NCc2ccc(Cl)cc2)no1 | 2.2%
Cc1ccc2c(=O)cc(CSc3ncn[nH]3)[nH]c2c1C | 2.4%
Cc1c(Cl)cccc1NC(=O)Nc1nnc(N(C)Cc2ccccc2)s1 | 7.0%

Quoted at random: 4 compounds from above
SMILES | Sm TGR block
CC(C)Cc1cc(C(=O)NCc2ccc(Cl)cc2)no1 | 2.2%
CCCc1cnc2c(c1SCC(=O)Nc1c(C)cc(C)cc1C)c(=O)n(C)c(=O)n2C | 3.8%
Cc1ccc2c(=O)cc(CSc3ncn[nH]3)[nH]c2c1C | 2.4%
CCc1ccc(-n2nc(C)c3c(C)cc(=O)n(CC(=O)N(CC)Cc4ccccc4)c32)cc1 | 10.9%

Next compounds follow.
SMILES | Sm TGR block
CCOc1ccccc1NC(=O)C1=C(C)Nc2ncnn2C1c1sccc1C (stereo unspecified) | -3.1%
CCN1CCN(CCCNC(=O)c2ccc3nc(Cc4ccccc4)oc3c2)CC1 | -1.5%
COc1ccc(S(=O)(=O)N2CCC(N3CCN(Cc4ccc(F)cc4)C(=O)C3=O)CC2)cc1 | 42.4%
CCc1ccc(NS(=O)(=O)c2ccc(NC(=O)N3CCCC3)cc2)cc1 | 14.8%
Cc1ccc(NC(=O)COc2ccc3oc4c(c3c2)CCCC4)c(C)c1 | 1.9%
N#Cc1ccccc1Cn1c(=O)n(CCCC(=O)NCc2ccccc2Cl)c(=O)c2ccccc21 | -6.9%
COc1ccccc1CNC(=O)Cn1c(=O)oc2cc(S(=O)(=O)NCc3ccccc3)ccc21 | 2.1%
COc1cccc(CNC(=O)c2ccc(-c3nc(CS(=O)(=O)c4ccccc4)c(C)o3)cc2)c1 | 28.2µM*
Cc1ccc(-c2nn3c(=O)cc(CN4CCN(C(=O)/C=C/c5ccccc5)CC4)nc3s2)cc1 | 2.4%
COCCCNC(=O)C1CCN(C(=O)c2ccc(-n3ccc4ccccc43)s2)CC1 | 8.9%
COc1cccc(NC(=O)Cn2c(=O)n(-c3ccc(CC(=O)NCC4CCCO4)cc3)c(=O)c3ccccc32)c1 (stereo unspecified) | 7.9%
COc1ccccc1Cc1nc2ccccc2nc1SCC(=O)NCc1ccc(F)cc1 | -0.3%
Cc1cc(C)cc(-n2ccn(CC(=O)Nc3cc(C)ccc3C)c(=O)c2=O)c1 | 3.1%
Cc1ccccc1CN1C(=O)c2ccccc2S(=O)c2ccc(C(=O)N3CCOCC3)cc21 (stereo unspecified) | -13.8%
C=Cc1ccc(Cn2c(C(=O)O)c(CNCc3cccs3)c3ccc(C)cc32)cc1 | -4.8%
COc1cc(-c2noc(-c3ccc(NCC4CCCO4)c([N+](=O)[O-])c3)n2)cc(OC)c1OC (stereo unspecified) | -23.9%
CCOc1ccc(NC(=O)Cn2c(=O)c(CNc3ccc(OC)cc3)cc3ccc(OC)cc32)cc1 | -5.0%
COc1ccc(CNc2oc(/C=C/c3cc(OC)c(OC)c(OC)c3)nc2C#N)cc1 | 3.8%
CCCCOC(=O)c1ccc(NC(=O)Cn2nnc3sc4c(c3c2=O)CCCC4)cc1 | 0.0%
CCOC(=O)N1CCc2c(sc(NCc3ccc(N(C)C)cc3)c2C(=O)Nc2ccc(OC)cc2)C1 | -23.6%
COc1cccc(NC(=O)C2CCN(c3cc(C)nc4c(-c5ccc(Cl)cc5)c(C)nn34)CC2)c1 | -5.6%
CCOC(=O)C1CCC(CN(Cc2ccccc2)S(=O)(=O)c2ccc(Br)cc2)CC1 (stereo unspecified) | -6.7%
CCOc1ccc(Sc2cc(C(=O)NCCc3ccccc3)c3ccccc3n2)cc1 | 1.4%
COc1cc(NS(=O)(=O)c2cc3c(cc2C)n(C)c(=O)c(=O)n3C)cc(OC)c1 | -6.9%
O=C(NC1CC(=O)N(c2ccccc2)C1)c1cc2ccccc2o1 (stereo unspecified) | 7.6%
COc1ccc(NC(=O)Cn2nnc(-c3nc(-c4ccncc4)no3)c2N)cc1OC | -2.5%
CC1=C(c2ccc(C)cc2)S(=O)(=O)NC1=NCc1ccccc1Cl | -5.3%
CCC(Cc1ccccc1)NC(=O)c1ccc2nc(N3CCC(C)CC3)sc2c1 (stereo unspecified) | 4.1%
N#Cc1ccc(-c2cccs2)nc1SCc1c(F)cccc1Cl | -1.2%
Cc1ccc2nc(Cl)c3cc(C(=O)NC4CCCCCC4)sc3c2c1 | -5.6%
CCn1cc(C(=O)N2CCN(c3cccc(C)c3C)CC2)c2cc(OC)c(OC)cc2c1=O | 5.4%
COc1ccc(-c2nn3c(-c4ccccc4C)nnc3c3ccccc23)cc1 | 8.3%
Cc1ccc(-c2nc3ccccc3o2)cc1NC(=O)c1cccc2c(Cl)cccc12 | -4.6%
Cc1ccc2c(c1)C(=O)C(=O)N2Cc1ccc(OCCC(C)C)cc1 | 0.4%
COc1cc2ccccc2cc1C(=O)Nc1ccc2oc(-c3ccccc3)nc2c1 | 7.3%
COc1ccc(NS(=O)(=O)c2ccc(NS(=O)(=O)c3ccc4c(c3)OCCO4)cc2)cc1 | 4.4%
Cc1nc(-c2ccccc2)sc1CCNC(=O)c1ccco1 | -1.2%
CCC1CCc2nc3sc(C(=O)Nc4ccc(F)c(F)c4)c(N)c3cc2C1 (stereo unspecified) | 7.7%
CCOc1ccccc1NC(=O)CCn1cnnn1 | -2.1%
Cc1ccc(Nc2nnc(-c3ccc(C)c(S(N)(=O)=O)c3)c3ccccc23)cc1 | 8.1%
O=C(NC1CCCCC1)c1ccc2c(c1)N(Cc1cccc(F)c1)C(=O)c1ccccc1S2 | 0.8%
O=C(Cn1ncn2c(cc3ccccc32)c1=O)NCc1ccc(F)cc1 | 0.1%
CCOc1ccccc1NC(=O)c1cn(C2CCCCC2)c(=O)c2c1c1ccccc1n2C | 1.0%
COc1ccc2c(c1)CC(C(=O)NCCN1CCN(c3cccc(Cl)c3)CC1)CO2 (stereo unspecified) | -7.1%
CCC(Oc1ccccc1)C(=O)Nc1nnc(S(=O)(=O)N(CC)CC)s1 (stereo unspecified) | -0.5%
Cc1cccc(C(=O)Nc2ccc(S(=O)(=O)N3CCCCC3c3cccnc3)cc2)c1 (stereo unspecified) | 11.3%
COc1ccccc1N1CCN(c2nc3ccccc3n3cnnc23)CC1 | -3.3%
O=C(Nc1cccc(F)c1)C1CCN(S(=O)(=O)c2ccc3[nH]c4c(c3c2)CCCCC4)CC1 | 0.1%
O=c1cc(-c2ccc(F)cc2)nc(SCc2nc(-c3cccc(Cl)c3)no2)[nH]1 | -2.3%
CCc1cnc2c(c1SCc1cc(OC)cc(OC)c1)c(=O)n(C)c(=O)n2C | -3.8%

The results go on:
SMILES | Sm TGR block
CCC(C(=O)Nc1ccc(C(=O)OC)cc1)n1nc(-c2ccc(C)c(C)c2)ccc1=O (stereo unspecified) | 0.2%
Cc1c(C)n(Cc2ccccc2)c2ccc(C(=O)N3CCN(c4ccccc4)CC3)cc12 | 2.6%
COc1ccccc1C(=O)Nc1cc2c(cc1N1CCCCC1)n(C)c(=O)n2C | 4.9%
CCCCCN1C(C(=O)c2ccccc2)=C(NC(=O)c2ccccc2Cl)c2ccccc2S1(=O)=O | 3.1%
CCOC(=O)c1c(NC(=O)c2cc(-c3ccc(Br)cc3)on2)sc(C)c1C | -0.1%
Cc1cccc(OC(=O)CSc2nnc(CNC(=O)c3ccccc3)o2)c1C | -6.1%
COCCCNC(=O)c1ccc(-c2nc(CS(=O)(=O)c3ccc(C)cc3)c(C)o2)cc1 | 25.1µM*
Cc1ccccc1OCC(=O)Nc1nnc(SCc2cc(=O)n3cccc(C)c3n2)s1 | 1.2%
CCc1cccc(C)c1Nc1c(-c2cccs2)nc2ncccn12 | 2.2%
CCOC(=O)C1CCCN(c2nc3c(S(=O)(=O)c4ccc(C)c(C)c4)nnn3c3ccc(Cl)cc23)C1 (stereo unspecified) | -2.8%
CCOC(=O)c1cc(-c2ccccc2)n(CC(=O)N(C)c2ccc(OC)cc2)c1C | 16.5%
CCc1ccc(N2C(=O)CC(c3cc(OC)ccc3OC)C3=C2COC3=O)cc1 (stereo unspecified) | 2.1%
CCc1ccc(CNC(=O)c2cc(=O)[nH]c3ccc(S(=O)(=O)N4CCCCC4)cc23)cc1 | 3.8%
CN1CCN(C(=O)c2ccc3c(c2)N(Cc2ccc(C(F)(F)F)cc2)C(=O)c2ccccc2S3)CC1 | -31.6%
N#C/C(=C\c1cc(Br)c(O)c(Br)c1)c1nc2ccccc2c(=O)[nH]1 | -28.1%
O=C(c1cc2c(Cl)nc3ccccc3c2s1)N1CCCCC1 | 0.1%
COCCN1CCN(Cc2ccc(C(=O)NC(C)C)cc2)C(=O)C1=O | 6.7%
Cc1ccc(S(=O)(=O)c2nnn3c2nc(N2CCCC2)c2sccc23)cc1C | -2.1%
CCN(C(=O)Cn1nc(Cc2ccncc2)c2ccccc2c1=O)c1ccc(OC)cc1 | -5.8%
CC1CCc2nn(CC(=O)Nc3ccccc3Cl)cc2C1 (stereo unspecified) | -0.7%
COc1ccc(-c2oc3ncn4nc(-c5ccc(Cl)cc5)nc4c3c2-c2ccc(OC)cc2)cc1 | 3.3%
CSc1cccc(-c2nnc(NC(=O)c3ccc4c(c3)OCCO4)o2)c1 | 2.3%
Cc1c(NC(=O)c2cccs2)cccc1-c1nc2cc(Cl)ccc2o1 | 2.5%
CCC(=O)Oc1cc(C(C)(C)C)cc2cc(-c3nc(-c4ccc(OC)cc4OC)no3)c(=O)oc12 | 3.3%
O=C(COc1ccccc1F)Nc1ccccc1OCc1cc(=O)n2ccccc2n1 | 0.3%
COc1ccc(CN2CCc3c(c(=O)n4ncc(C(=O)N5CCN(c6ccccc6F)CC5)c4n3C)C2)cc1 | 3.1%
Cc1ccc(Cn2c(C(=O)O)c(CNCCc3ccco3)c3ccc(C)cc32)cc1 | -19.8%
Cc1noc(/C=C/c2ccco2)c1S(=O)(=O)N1CCC(C(=O)Nc2ccc(F)c(Cl)c2)CC1 | -26.1%
COc1ccc(CCC(=O)NCc2nc3cccnc3n2Cc2ccc(F)cc2)cc1 | -3.5%
CCOC(=O)c1ccc(NC(=O)CC2C(=O)N(c3ccc(C)cc3)C(=O)N2C2CCCCC2)cc1 (stereo unspecified) | 1.3%

Compounds listed so far that have two or more sulfur atoms, in the order listed:
SMILES | Sm TGR block
O=C(CSc1nnc(NC(=O)NC2CCCCC2)s1)Nc1ccccc1F | 10.5%
N#Cc1ccc(-c2cccs2)nc1SCc1c(F)cccc1Cl | -1.2%
COc1ccc(NS(=O)(=O)c2ccc(NS(=O)(=O)c3ccc4c(c3)OCCO4)cc2)cc1 | 4.4%
CCC(Oc1ccccc1)C(=O)Nc1nnc(S(=O)(=O)N(CC)CC)s1 (stereo unspecified) | -0.5%
Cc1ccccc1OCC(=O)Nc1nnc(SCc2cc(=O)n3cccc(C)c3n2)s1 | 1.2%
Cc1ccc(S(=O)(=O)c2nnn3c2nc(N2CCCC2)c2sccc23)cc1C | -2.1%

Next part
SMILES | Sm TGR block
COc1ccc(-n2cc(C(=O)Nc3ccccc3C#N)c3ccccc3c2=O)cc1 | 1.1%
CCC(=O)N1CCc2cc(S(=O)(=O)CCC(=O)Nc3cc(Cl)ccc3OC)ccc21 | -35.9%
O=C(NCc1ccco1)c1ccc(Cn2c(SCc3ccccc3)nc3cccnc32)cc1 | -0.9%
Cn1nnnc1SCCCNCc1ccc(-c2ccc(Br)cc2)o1 | ?
Cc1cccc(Cn2c(=O)n(Cc3ccccc3)c(=O)c3oc4ccccc4c32)c1 | 3.0%
Cc1nnc(N2CCC(C(=O)NCc3ccc(F)cc3)CC2)c2nn(-c3ccc(Cl)cc3)c(C)c12 | -10.0%
Cc1ccccc1Cn1c(=O)n(CC2CCC(C(=O)N3CCC(C)CC3)CC2)c(=O)c2sccc21 (stereo unspecified) | -0.3%
Cc1cccc(Cn2c(-c3cccs3)nc3ccccc32)c1 | 10.7%
COc1ccc(NC(=O)C2CCN(c3ccc(Sc4ccc(C)cc4)nn3)CC2)c(OC)c1 | -1.9%
CC(=O)NC(C)c1nc2ccccc2n1Cc1ccccc1Cl (stereo unspecified) | -1.8%
COc1ccc2oc(=O)c(-c3cn4c(n3)sc3cc(OC)ccc34)cc2c1 | 5.5%
O=C(Cc1ccccc1)N(Cc1cccnc1)c1nc2ccc(Cl)cc2s1 | ?
COc1ccccc1/C=C/c1nc2ccccc2n1C(C)C | -3.7%
COc1ccc2oc(=O)cc(CN3CCN(Cc4ccccc4)CC3)c2c1 | -30.0%
CCOc1ccc(/C=C/c2nc(C#N)c(N3CCN(CC)CC3)o2)cc1 | -0.3%
CCOc1ccccc1Nc1sc(C(=O)c2ccccc2)c(N)c1S(=O)(=O)c1ccc(C)cc1 | 5.9%
COc1cc(C2CC(=O)Nc3c2c(=O)n(C)c(=O)n3C)cc(OC)c1OC (stereo unspecified) | 16.4%
Cc1cn(C)c(CC(=O)NCc2ccc(F)cc2)c1C(=O)O | -1.9%
Cn1cnc2c(=O)oc3ccc(S(=O)(=O)N4CCN(c5cccc(C(F)(F)F)c5)CC4)cc3c21 | -1.8%
Cc1ccc(Sc2ccc(N3CCCC(C(=O)Nc4ccc(F)cc4)C3)nn2)cc1 (stereo unspecified) | -0.5%
COc1cccc(N2CCN(C(=O)c3cnc4c(-c5ccccc5)c(C)nn4c3C)CC2)c1 | 0.2%
COc1ccc(C2C(=O)N(C3CCCCCC3)CC(=O)N2Cc2ccccc2)cc1 (stereo unspecified) | 11.3%
